STK33 kinase inh: inhibitors of human STK33 kinase. Q9BYT3. purified STK33, MBP phosphorylation, ADP-Glo luminescence. inhibition, % at 10 µM. 0.073% of 320,000 active. AID 2661;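 active means inhibition at or above 25%, using the most active replicate where run in duplicate; inactive means inhibition below 25%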
Target sequence (Q9BYT3 whole entry, looked up): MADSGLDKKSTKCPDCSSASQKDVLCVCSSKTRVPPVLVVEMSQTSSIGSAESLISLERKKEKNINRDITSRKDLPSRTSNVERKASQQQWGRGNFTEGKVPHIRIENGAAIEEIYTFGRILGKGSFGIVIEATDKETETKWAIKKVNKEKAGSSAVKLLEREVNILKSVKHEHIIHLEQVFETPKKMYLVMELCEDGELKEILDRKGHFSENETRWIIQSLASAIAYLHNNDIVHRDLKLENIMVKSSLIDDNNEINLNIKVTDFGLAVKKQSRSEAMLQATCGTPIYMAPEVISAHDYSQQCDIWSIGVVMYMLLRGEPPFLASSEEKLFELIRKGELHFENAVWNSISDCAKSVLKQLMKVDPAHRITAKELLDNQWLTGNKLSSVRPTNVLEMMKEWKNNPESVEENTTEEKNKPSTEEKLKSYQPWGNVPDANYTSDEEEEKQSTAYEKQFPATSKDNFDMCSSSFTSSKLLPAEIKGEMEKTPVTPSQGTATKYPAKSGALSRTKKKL
The depositor's hits bear a star.

`CC(C)[C@H](NC(=O)c1ccccc1Cl)C(=O)OCC(=O)NC(=O)NCc1ccco1` gave STK33 kinase inh 0.8.
For N#CSCC(=O)c1cccc2ccccc12 the results were STK33 kinase inh 0.8.
`O=C(CN1CCN(C(=O)c2ccccc2)CC1)Nc1cc(S(=O)(=O)N2CCCC2)ccc1Cl` gave STK33 kinase inh 0.9.
COc1ccc2sc(-c3ccc(S(C)(=O)=O)cc3)c(-c3ccc(C(N)=O)cc3)c2c1 was read as STK33 kinase inh 1.0.
`N#Cc1ccccc1OCC(=O)Nc1ccc(S(=O)(=O)N2CCOCC2)cc1` gave STK33 kinase inh -1.6.
For COc1ccc(C=NNC(=O)c2ccccc2OCc2ccc(F)cc2)c(OC)c1 the results were STK33 kinase inh -0.6.
`CCCCCC#CCN1CCN(C23CC4CC(CC(C4)C2)C3)CC1` gave STK33 kinase inh 1.1.
For COc1cccc(-c2csc3ncnc(Sc4nnnn4C)c23)c1 the results were STK33 kinase inh 0.3.
Screening CC(OC(=O)c1cc2ccccc2[nH]1)C(=O)N(C)c1ccccc1 (configuration not stated) returned STK33 kinase inh -0.5.
COC(=O)[C@@H]1OC(=O)[C@H]2O[C@@]23[C@@]1(C)CC[C@@H]1[C@@]2(C)C=CC(=O)OC(C)(C)[C@@H]2CC(=O)[C@]13C was read as STK33 kinase inh -0.8.
`O=C1CC(N2CCN(S(=O)(=O)c3ccccc3F)CC2)C(=O)N1c1ccccc1Cl` (configuration not stated) gave STK33 kinase inh -1.5.
For COc1ccc(-c2c(-c3cc(OC)cc(OC)c3)n(C)c3ccc(-c4ccc(OC)cc4F)cc23)cc1 the results were STK33 kinase inh 11.
For O=C(COC(=O)c1ccccc1F)NC(=O)NC1CCCC1 the results were STK33 kinase inh -0.1.
`CCN1CCN(c2ccc(S(=O)(=O)N3CCOCC3)cc2NC(=O)c2cccc([N+](=O)[O-])c2)CC1` gave STK33 kinase inh -0.4.
For Cc1ccc(C(=O)OCC(=O)Nc2ccccc2)cc1S(=O)(=O)N1CCCCC1 the results were STK33 kinase inh -0.8.
Screening Cc1ccc(C)c(NC(=O)C(Sc2nnc(-c3cccs3)o2)c2ccccc2)c1 (configuration not stated) returned STK33 kinase inh -0.9.
For Cc1ccccc1-c1cc(C(=O)NCC2CC2)n(CC2CC(c3cccnc3)=NO2)n1 (configuration not stated) the results were STK33 kinase inh -0.8.
Cc1ccc(C2(C)NC(=O)N(CC(=O)N3CCc4ccccc43)C2=O)cc1 (configuration not stated) was read as STK33 kinase inh 0.0.
For Cc1ccc(C(=O)NNC(=O)c2ccc(S(=O)(=O)N3CCCCC3)cc2)cc1 the results were STK33 kinase inh -0.7.
N#CCCN1CCN(S(=O)(=O)c2ccc(C3CCCCC3)cc2)CC1 was read as STK33 kinase inh -0.5.
`CCOc1ccc(-c2nnc(SCC(=O)NC3CC3)o2)cc1` gave STK33 kinase inh -0.9.
COc1ccc(Br)c(C(=O)OCC(=O)N2CCc3ccccc32)c1 was read as STK33 kinase inh -1.2.
For CN(C)S(=O)(=O)c1ccc(N2CCOCC2)c(C(=O)NCc2ccc3c(c2)OCO3)c1 the results were STK33 kinase inh 0.3.
Screening COc1ccccc1NC(=O)COc1ccc(C(=O)NCc2ccccc2)cc1OC returned STK33 kinase inh 0.2.
`CN(CC(=O)Nc1ccc2c(c1)OCO2)CC(=O)Nc1ccc(F)c(F)c1F` gave STK33 kinase inh -0.4.
`O=[N+]([O-])c1ccc(Cl)c(S(=O)(=O)NCCc2ccccn2)c1` gave STK33 kinase inh -0.2.
Screening C[C@H](NC(=O)c1ccco1)C(=O)NNC(=O)c1ccc(F)cc1 returned STK33 kinase inh -0.3.
For Cc1cs/c(=N\N=C\c2ccccc2)n1Cc1ccco1 the results were STK33 kinase inh -2.3.
Screening COc1cc(C)c(CN2CCN(CC(=O)Nc3ccccc3C(=O)NC3CC3)CC2)cc1OC returned STK33 kinase inh -1.6.
N#CCCN(C(=O)CN1c2cccc3cccc(c23)S1(=O)=O)c1ccccc1 was read as STK33 kinase inh -1.7.
For O=C(COC(=O)c1c(Cl)cccc1Cl)Nc1cccc(S(=O)(=O)NC2=NCCCCC2)c1 the results were STK33 kinase inh -0.2.
For S=P(N1CC1)(N1CC1)N1CC1 the results were STK33 kinase inh -2.0.
COc1cc(C(=O)OC(C)c2ccc(F)cc2)ccc1OCC(=O)N1CCOCC1 (configuration not stated) was read as STK33 kinase inh 0.6.
For CC(=O)NC(CC(=O)OCC(=O)N1c2ccccc2NC(=O)C1(C)C)c1ccccc1 (configuration not stated) the results were STK33 kinase inh -0.8.
For CC(=O)Nc1cccc(C(=O)OCc2csc(CC(=O)Nc3ccccc3C)n2)c1 the results were STK33 kinase inh 2.4.
For N#CC(C#N)=C1C=CC=CN1/C(=C\c1ccccc1Cl)C(=O)c1ccccc1 the results were STK33 kinase inh 1.4.
Screening O=C(O)c1cccc(Sc2cc(Cl)ccc2C(=O)O)c1 returned STK33 kinase inh -1.7.
For COCc1c(C(=O)OCC(=O)NCc2ccco2)oc2ccccc12 the results were STK33 kinase inh -0.1.
COC(=O)c1c(NC(=O)c2nc3ccccc3s2)sc2c1CCN(C(C)=O)C2 was read as STK33 kinase inh -0.3.
C[C@@H]1CN([C@H](C)CO)C(=O)c2cc(NC(=O)Nc3ccc4c(c3)OCO4)ccc2O[C@H]1CN(C)Cc1ccncc1 was read as STK33 kinase inh -0.8.
Screening CC(=NNC(=O)c1ccc2nc[nH]c2c1)c1ccc(Br)cc1 returned STK33 kinase inh -0.3.
CC(C)[C@H](NC(=O)c1ccccc1Cl)C(=O)OCC(=O)Nc1ccc(S(=O)(=O)N2CCOCC2)cc1 was read as STK33 kinase inh -1.7.
CC1(C)O[C@@H]2[C@H](O1)[C@@H](COS(=O)(=O)O)O[C@H]2n1cc(Br)c(=O)[nH]c1=O was read as STK33 kinase inh -1.2.
Screening COc1ccccc1CCC(=O)NNC(=O)c1cccs1 returned STK33 kinase inh -1.1.
Screening C[C@@H](OC(=O)c1[nH]cnc1C(=O)NCc1ccc(CNC(=O)OC(C)(C)C)cc1)c1ccccc1 returned STK33 kinase inh -1.0.
For OC/C(Br)=C(\Br)CO the results were STK33 kinase inh 0.5.
For C=CC[C@@H](CC(=O)N(CCO)Cc1ccccc1)C(=O)NC[C@@H](OC(=O)[C@@H](CC=C)Cc1ccc(F)cc1)c1ccccc1 the results were STK33 kinase inh 0.0.
`C[C@H]1CC[C@H]2C(=O)N[C@H](Cc3ccccc3)C(=O)N2[C@@H]1c1ccccc1` gave STK33 kinase inh -0.8.
Screening CCCCNc1c(-c2ccc(-c3ccc(C(C)=O)cc3)c(OC)c2)nc2cc(C)ccn12 returned STK33 kinase inh -0.6.
CCOc1ccc(S(=O)(=O)N2CCN(C(=O)C3CC3C)CC2)cc1 (configuration not stated) was read as STK33 kinase inh -0.6.
For O=C(CNC(=O)c1cccc([N+](=O)[O-])c1)NC1CCCc2ccccc21 (configuration not stated) the results were STK33 kinase inh -0.6.
Screening CCOc1ccccc1C(=O)NCC(=O)Nc1ccc2c(c1)OCO2 returned STK33 kinase inh -0.1.
`C#CCSc1nc2ccccc2n1C(=O)c1ccc(S(=O)(=O)N2CCCCC2)cc1` gave STK33 kinase inh -0.8.
Screening CN(C(=O)c1cccc(NC(=O)Cc2cccc([N+](=O)[O-])c2)c1)C1CC1 returned STK33 kinase inh 0.2.
Screening CCOc1ccc(-n2c(Cc3cc(=O)[nH]c(=O)[nH]3)nnc2SCC(=O)NC2CCCC2)cc1 returned STK33 kinase inh -0.8.
For CC(C(=O)Nc1ccc2c(c1)OCO2)N1CCC(N2CCCCC2)CC1 (configuration not stated) the results were STK33 kinase inh -0.7.
For CC(C)(C)OC(=O)C[C@@H]1C/C=C\C[C@@H](CC(=O)N[C@@H](CO)Cc2ccccc2)C(=O)N2CCC[C@@H]2COC1=O the results were STK33 kinase inh 2.0.
`c1ccc(-c2sc3ccccc3c2-c2ccc(OCCN3CCOCC3)cc2)cc1` gave STK33 kinase inh 0.6.
`O=C(Nc1ccc(NC(=O)c2ccc3c(c2)OCO3)cc1)c1cccc(Cl)c1` gave STK33 kinase inh -1.2.
`OC(CN1CCN(c2cccc(Cl)c2)CC1)C(c1ccccc1)c1ccccc1` (configuration not stated) gave STK33 kinase inh -0.1.
CCO[C@H]1c2c(ccc3ccc(=O)oc23)OC(C)(C)[C@@H]1O was read as STK33 kinase inh -0.5.
O=C(CSc1ncn[nH]1)Nc1ccc(Br)cc1Br was read as STK33 kinase inh 0.7.
Screening C[C@@H]1CN([C@H](C)CO)C(=O)Cc2cc(NC(=O)CCC(F)(F)F)ccc2O[C@@H]1CN(C)C(=O)NC1CCCCC1 returned STK33 kinase inh -2.5.
For CC(C)NC(=O)N(C)C[C@H]1Oc2c(cccc2N(C)C)C(=O)N([C@H](C)CO)C[C@@H]1C the results were STK33 kinase inh -0.4.
Screening O=C(COC(=O)CCC(=O)c1cccs1)NCCc1ccccc1 returned STK33 kinase inh -0.9.
Cc1ccc(C)c(NC(=O)CSc2nc(C)cs2)c1 was read as STK33 kinase inh -1.1.
For CSCCC1NC(=O)N(CC(=O)Nc2cc(C)on2)C1=O (configuration not stated) the results were STK33 kinase inh -1.6.
COc1ccc(C(CNS(=O)(=O)c2ccc(NC(C)=O)c(OC)c2)N2CCCC2)cc1 (configuration not stated) was read as STK33 kinase inh -0.5.
For COc1ccc(S(=O)(=O)N2CCN(CC(O)CN3CCOCC3)CC2)cc1 (configuration not stated) the results were STK33 kinase inh -1.6.
`COc1ccc(S(=O)(=O)Nc2ccc3c(c2)C(=O)N([C@H](C)CO)C[C@H](C)[C@@H](CN(C)C(=O)Nc2c(C)noc2C)O3)cc1` gave STK33 kinase inh -5.1.
For Cc1ccc(S(=O)(=O)Nc2ccc(C(=O)NCCCn3ccnc3)cc2)cc1[N+](=O)[O-] the results were STK33 kinase inh 0.2.
Screening Cc1cc(S(=O)(=O)NC[C@H]2O[C@@H](n3cnc4c(N)ncnc43)[C@H](O)[C@@H]2O)c(C)s1 returned STK33 kinase inh 3.3.
For COc1ccc(NC(=O)N(C)C[C@H]2Oc3c(NS(=O)(=O)c4ccc(F)cc4)cccc3C(=O)N([C@H](C)CO)C[C@@H]2C)cc1 the results were STK33 kinase inh 0.3.
For COc1ccc([C@H]2CC(=O)C=C(c3cccc(OC)c3OC)C2)cc1OC the results were STK33 kinase inh -2.5.
Screening O=C(Cn1nc(C(=O)O)c2ccccc2c1=O)Nc1cccc(S(=O)(=O)N2CCCCCC2)c1 returned STK33 kinase inh -1.1.
`CC(NC(=O)c1cccc(S(=O)(=O)N(C)c2ccccc2)c1)c1cccnc1` (configuration not stated) gave STK33 kinase inh 0.2.
Screening Cc1ccc(-n2nnnc2SCn2nnc3ccccc3c2=O)cc1 returned STK33 kinase inh -2.1.
`COC(=O)c1ccccc1S(=O)(=O)N1CCC(C(=O)NCc2ccco2)CC1` gave STK33 kinase inh -1.5.
C=CC[C@@H](CC(=O)N(CCO)Cc1ccccc1)C(=O)N[C@H](COC(=O)[C@@H](CC=C)CC(=O)OC(C)(C)C)C(C)(C)C was read as STK33 kinase inh 0.2.
`COc1ccc(S(=O)(=O)N(C)C)cc1NC(=O)CSC(C)C(=O)Nc1cc(C)on1` (configuration not stated) gave STK33 kinase inh -0.3.
For Cc1cccn2c(=O)c3cc(C(=O)NCC4CCCO4)c(=N)n(Cc4cccnc4)c3nc12 (configuration not stated) the results were STK33 kinase inh 0.1.
CC(C)CC(=O)Nc1ccc(C(=O)COc2ccc(-c3nnco3)cc2)cc1 was read as STK33 kinase inh 0.0.
`O=C(Nc1ccccc1N1CCOCC1)c1cccc(S(=O)(=O)Nc2ccccc2F)c1` gave STK33 kinase inh 1.4.
Screening COc1ccc(NC(=O)C2COc3ccccc3O2)cc1S(=O)(=O)N1CCOCC1 (configuration not stated) returned STK33 kinase inh 0.3.
For C=CCOc1ccc(C2N3CC4(C)CN2CC(CCC)(C3)C4=O)cc1 (configuration not stated) the results were STK33 kinase inh 0.3.
`Cc1ccc(NC(=O)CSc2ccc(S(=O)(=O)N3CCCC3)cn2)cc1F` gave STK33 kinase inh -0.3.
Screening COc1ccc(C(=O)N/N=C/c2ccc(N3CCOCC3)s2)cc1OC returned STK33 kinase inh -0.6.
`CC(C)C[C@]1(c2ccccc2)ON(c2ccccc2C(F)(F)F)C1=O` gave STK33 kinase inh -0.8.
COc1ccc(CC(=O)Nc2cc(S(=O)(=O)Nc3ccc(OC)cc3)ccc2OC)cc1 was read as STK33 kinase inh 0.8.

Entries shown so far with an aryl thioether with sulfur outside any ring, in the order listed:
For COc1cccc(-c2csc3ncnc(Sc4nnnn4C)c23)c1 the results were STK33 kinase inh 0.3.
Screening Cc1ccc(C)c(NC(=O)C(Sc2nnc(-c3cccs3)o2)c2ccccc2)c1 (configuration not stated) returned STK33 kinase inh -0.9.
`CCOc1ccc(-c2nnc(SCC(=O)NC3CC3)o2)cc1` gave STK33 kinase inh -0.9.
Screening O=C(O)c1cccc(Sc2cc(Cl)ccc2C(=O)O)c1 returned STK33 kinase inh -1.7.
`C#CCSc1nc2ccccc2n1C(=O)c1ccc(S(=O)(=O)N2CCCCC2)cc1` gave STK33 kinase inh -0.8.
Screening CCOc1ccc(-n2c(Cc3cc(=O)[nH]c(=O)[nH]3)nnc2SCC(=O)NC2CCCC2)cc1 returned STK33 kinase inh -0.8.
O=C(CSc1ncn[nH]1)Nc1ccc(Br)cc1Br was read as STK33 kinase inh 0.7.
Cc1ccc(C)c(NC(=O)CSc2nc(C)cs2)c1 was read as STK33 kinase inh -1.1.
Screening Cc1ccc(-n2nnnc2SCn2nnc3ccccc3c2=O)cc1 returned STK33 kinase inh -2.1.
`Cc1ccc(NC(=O)CSc2ccc(S(=O)(=O)N3CCCC3)cn2)cc1F` gave STK33 kinase inh -0.3.

Not all compounds are listed. The share of hits here may be higher or lower than overall.
